Screening data from PubChem.
FN deposit inh = inhibitors of fibronectin matrix deposition, primary screen, AH1F cells, Alexa488-fibronectin fluorescence, plate reader | inhibition, % at 12.6 µM | AH1F fibroblasts, overnight | actives 0.086% (n = 350,000);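 active = mean inhibition across replicates of 30% or more, regardless of how many single replicates reach that level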;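 note: positive control wells lacked labelled fibronectin entirely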
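Material – AH1F fibroblast monolayer, labelled fibronectin deposition · Reagent – labelled fibronectin 24 nM · Timing – 1 h adhesion, overnight exposure · Measured by – fluorescence at 485 nm excitation, 525 nm emission · Read-out – inhibition of fibronectin deposition signal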
Numbers without * were called inactive; & = joins results of further samples. These rows are one share of the data. The share of hits here may be higher or lower than overall.

SMILES | FN deposit inh
COc1ccc(C[C@@H]2CCn3nncc3COC[C@@H](CC(C)C)NC2=O)cc1 | -3.1
COc1ccc2c3c(n(C)c2c1)[C@H](CO)N(C(C)=O)CC31CCN(C(=O)Nc2ccccc2F)CC1 | -13.8
CC(C)NC(=O)N(C)C[C@H]1Oc2ncccc2C(=O)N(C)C[C@@H]1C | 12.7
COc1ccc([C@@H]2C/C=C\C[C@H](c3ccc4c(c3)OCO4)NC(=O)CCC(=O)N2)c(OC)c1 | 2.0
COc1ccc(C2C(C(=O)N3CCOCC3)=C(C)NC3=C2C(=O)CC(C)(C)C3)cc1O (configuration not stated) | -7.6
Oc1oc(-c2ccccc2)nc1C=Nc1ccccc1 | -5.6
CCOc1ccc(OCCN2C(=O)NC(Cc3c[nH]c4ccccc34)C2=O)cc1 (configuration not stated) | -0.1
COc1cccc(CN2[C@@H](CO)[C@H](c3ccccc3)C23CN(Cc2ccccc2OC)C3)c1 | -8.8
COc1cccc(NC(=O)C[C@H]2CC[C@H]3[C@H](COc4ccc(NC(=O)C5CCCC5)cc4C(=O)N3C)O2)c1 | 1.5
C[C@H]1CC(=O)N[C@@H](c2ccccc2)C/C=C\C[C@H](c2ccccc2)NC1=O | 5.8
COc1ccc2c3c(n(C)c2c1)[C@H](CO)N(Cc1cccnc1)CC31CCN(C(=O)NC(C)C)CC1 | -1.1
CCNC(=O)C[C@H]1CC[C@H]2[C@@H](COc3ccc(NC(=O)c4cccc(C#N)c4)cc3C(=O)N2C)O1 | 18.4
CC(=O)N1C[C@@H]2C(c3ccc(Br)cc3)[C@H](C1)N2C(=O)NC(C)C (some centres not stated) | -14.7&-5.6
CNC(=O)C[C@H]1CC[C@H]2[C@@H](COc3ccc(NC(=O)CN(C)C)cc3C(=O)N2C)O1 | -10.7
C[C@@H]1CC=CCCNC(=O)[C@@H](C)N(C)C(=O)c2ccccc2O1 (mixture of isomers) | 4.7
O=C(O)CC1NC(=O)N(c2ccccc2)C1=O (configuration not stated) | 8.6
CN(C)C(=O)c1ccc(-c2ccccc2[C@H]2[C@@H](CO)N(C(=O)C3CC3)[C@H]2C#N)cc1 | -14.5
CN(C)CC(=O)N1CC(=O)N2[C@H](C1)[C@@H](c1ccc(C#Cc3cccnc3)cc1)[C@@H]2CO | -5.5
CCCCc1ccc(NC(=S)NCc2cccs2)cc1 | -7.4
CCC(C)Sc1nnc(CSc2nc3nc(C)cc(C)n3n2)o1 (configuration not stated) | -6.7
COC(=O)c1ccccc1NC(=O)c1cccc(NC(=O)CSCc2ccccc2)c1C | 0.3
COc1ccccc1CNC(=O)C[C@@H]1C[C@@H]2c3cc(NC(=O)Nc4ccc(C(F)(F)F)cc4)ccc3O[C@@H]2[C@@H](CO)O1 | -29.2
Cc1ccnn1CCSCC(=O)O | -7.8
C[C@@H]1CN(C)C(=O)Cc2cc(NS(C)(=O)=O)ccc2O[C@@H]1CN(C)C | 2.3
CC(C)NC(=O)N(C)C[C@H]1Oc2ccc(NS(C)(=O)=O)cc2CC(=O)N(C)C[C@H]1C | 4.7
O=C(c1cccc(F)c1)N1CC2(C1)[C@@H](c1ccccc1)[C@H](CO)N2C(=O)C1CCCC1 | -0.8
CC(C)NC(=O)Nc1ccc2c(c1)C(=O)N(C)C[C@H](C)[C@H](CN(C)C(=O)NC(C)C)O2 | 2.2
CC(C)[C@H]1COCc2cnnn2CCC[C@@H](C)C(=O)N1 | 8.3
Cc1ccc2c(c1)C1CN(C)CCC1N2C(=O)Nc1ccc(Cl)cc1 (configuration not stated) | 0.4
CCOC(=O)CNC(=O)Cn1cnc2sc(C)c(S(=O)(=O)N3CCC(C)CC3)c2c1=O | -2.1
COc1ccc(S(=O)(=O)N(C)C[C@@H]2OCCCC[C@@H](C)Oc3ccc(NS(=O)(=O)c4ccc(Cl)cc4)cc3C(=O)N([C@H](C)CO)C[C@H]2C)cc1 | 1.8
C/C=C/c1ccc([C@H]2[C@@H](CO)N(CC3CCCCC3)[C@H]2CNC(C)C)cc1 | -10.1
CC(C)NC(=O)Nc1ccc2c(c1)C(=O)N(C)C[C@@H](C)[C@H](CN(C)C(=O)NC(C)C)O2 | 8.7
CN(C)c1oc(-c2ccccc2)nc1C#N | 0.7
CN1C(=O)c2cc(NC(=O)c3cnccn3)ccc2OC[C@H]2O[C@@H](CC(=O)NCC3CC3)CC[C@H]21 | 1.9
COc1cccc(-c2ccc(C3[C@@H]4CN(S(=O)(=O)c5cccc(Cl)c5)C[C@H]3N4)cc2)c1 (some centres not stated) | 2.9
C(=N\Nc1nc(Nc2ccccc2)nc(N2CCOCC2)n1)/c1c[nH]c2ccccc12 | -0.8
O=[N+]([O-])C(/C=C(\Cl)[N+](=O)[O-])=C1N(Cc2ccc(Cl)nc2)CCN1Cc1ccc(Cl)nc1 | -8.5
CC[C@@H]1CC=CC[C@H](C)Oc2ccccc2C(=O)N(C)[C@@H](C(C)C)C(=O)N1 (mixture of isomers) | -6.6
N#C[C@@H]1[C@@H](c2ccccc2-c2cccc(F)c2)[C@H](CO)N1C(=O)CN1CCOCC1 | -3.3
CC(C)NC(=O)N(C)C[C@@H]1Oc2ccc(N(C)C)cc2CC(=O)N(C)C[C@@H]1C | -17.8
CS(=O)(=O)N1C2CN(CC(F)(F)F)CC1C2c1ccc(Br)cc1 (configuration not stated) | 1.1
C[C@H]1CN([C@@H](C)CO)C(=O)c2c(c3ccccc3n2C)-c2ccccc2CO[C@H]1CN(C)S(=O)(=O)c1cccc(C#N)c1 | 6.1
CS(=O)(=O)N1C[C@@H]2C(c3ccc(Br)cc3)[C@H](C1)N2CC(F)(F)F (some centres not stated) | -0.6
CC(C)(C)[S@@](=O)N1Cc2cc(C(=O)N[C@@H]3CCN(Cc4ccccc4)C3)nc(-c3cccc(-c4cncnc4)c3)c2[C@H]1CCO | 7.2
CC(=O)Nc1cccc2c1O[C@H](CN(C)C(C)=O)[C@H](C)CN(C)C2=O | -7.7
C[C@@H]1CN(C)C(=O)c2cccc(N(C)C)c2O[C@@H]1CN(C)C | -8.0
O=C(C[C@H]1C=C[C@@H](NC(=O)Nc2ccc3c(c2)OCO3)[C@@H](CO)O1)NCc1ccccc1 | -7.7
COc1cc(OC)c(C2CC(=O)N3CN(c4ccccc4C)CSC3=C2C#N)cc1OC (configuration not stated) | -6.6
C[C@@H]1CN([C@@H](C)CO)C(=O)c2c(c3ccccc3n2C)-c2ccccc2CO[C@@H]1CN(C)Cc1ccccc1 | -7.7
Cn1c(=O)c2c(nc(CN3CCN(c4ccccc4)CC3)n2CCN2CCOCC2)n(C)c1=O | 5.9
CO[C@H]1CN(C)C(=O)c2ccc(NC(=O)c3ccccc3)cc2OC[C@H](C)N(C(=O)CN(C)C)C[C@@H]1C | 6.2
Cc1noc(C)c1C(=O)N(C)C[C@H]1OCc2ccccc2-c2ccccc2C(=O)N([C@@H](C)CO)C[C@H]1C | -2.0
O=C1N[C@@H](c2ccccc2)COCc2cn(nn2)CC[C@@H]1Cc1ccc(-c2ccccc2)cc1 | -9.6
C[C@@H]1C(=O)N[C@H](c2ccc(F)cc2)CC=CC[C@H](C)Oc2ccccc2C(=O)N1C (mixture of isomers) | 7.9
C[C@H]1CN([C@@H](C)CO)C(=O)c2ccccc2-c2ccccc2CO[C@@H]1CN(C)S(=O)(=O)c1ccccc1 | 1.8
C[C@@H]1C/C=C/C[C@H](c2ccc3c(c2)OCO3)NC(=O)[C@@H](C)N(C)C(=O)c2ccccc2O1 | 10.5
Cc1nc2nc(C)c(CCC(=O)O)c(C)n2n1 | -8.8
Cc1ccccc1S(=O)(=O)Cc1ccc(C(=O)N2CCN(c3ccc(F)cc3)CC2)o1 | -9.3
CC(=O)N(C)C[C@@H]1Oc2ccc(NC(=O)NC(C)C)cc2C(=O)N(C)C[C@@H]1C | -5.3

New compounds follow:
SMILES | FN deposit inh
CCc1cc2c(=O)c(Oc3ccccc3)c(C)oc2cc1O | 17.3
C[C@H](CO)N1C[C@H](C)[C@@H](CN(C)Cc2ccc3c(c2)OCO3)OCc2ccccc2-c2c(n(C)c3ccccc23)C1=O | -1.8
C[C@@H]1CC(=O)NCC/C=C\C[C@H](c2ccc3c(c2)OCO3)NC1=O | -11.3
Cc1ccc(C(=O)NCc2ccco2)cc1Br | -3.6
C[C@H](CO)N1C[C@H](C)[C@@H](CN(C)C(=O)Nc2ccc3c(c2)OCO3)Oc2c(NC(=O)Cc3cn(C)c4ccccc34)cccc2C1=O | 18.9
CO[C@@H](C(=O)N(C)C[C@H]1OCc2ccccc2-c2ccccc2C(=O)N([C@@H](C)CO)C[C@H]1C)c1ccccc1 | -16.3
COc1ccc2[nH]c3nc(SCc4nnc(-c5ccccc5)o4)nnc3c2c1 | -11.5
Cn1c(=O)c2c(nc(NCCO)n2CCc2ccccc2)n(C)c1=O | 1.1
C[C@@H]1CN(C)C(=O)c2cccc(N(C)C)c2O[C@H]1CN(C)S(C)(=O)=O | -2.4
COc1ccc([C@H]2C/C=C\C[C@@H](c3cccc(Cl)c3)NC(=O)[C@H](c3ccccc3)CC(=O)N2)c(OC)c1 | -27.2
Cc1ccc(-c2nn(-c3ccccc3)cc2/C=N/NS(=O)(=O)c2ccccc2)cc1 | -5.1
C[C@H]1CN(C)C(=O)c2cccc(N(S(C)(=O)=O)S(C)(=O)=O)c2O[C@H]1CN(C)C(=O)OC(C)(C)C | -14.1

Exported with tabs: entries from further up.
mol	FN deposit inh
Cc1ccc(-c2nn(-c3ccccc3)cc2/C=N/NS(=O)(=O)c2ccccc2)cc1	-5.1
C[C@H]1CN(C)C(=O)c2cccc(N(S(C)(=O)=O)S(C)(=O)=O)c2O[C@H]1CN(C)C(=O)OC(C)(C)C	-14.1

More results follow.
SMILES | FN deposit inh
COc1ccc(-n2c(-c3cccc(C)c3[N+](=O)[O-])n[nH]c2=S)cc1 | 2.8
O=C1N[C@@H](Cc2ccccc2)COCc2cn(nn2)CC[C@@H]1Cc1cccc(F)c1 | -4.3
CC(=O)N(C)C[C@@H]1Oc2ccc(N(C)C)cc2C(=O)N(C)C[C@H]1C | -12.6
CN(C)CC(=O)Nc1ccc2c(c1)[C@H]1C[C@H](CC(=O)N(C)C)O[C@@H](CO)[C@H]1O2 | 3.3
CC(=O)Nc1ccc2c(c1)C(=O)N(C)C[C@@H](C)[C@@H](CN(C)C(=O)OC(C)(C)C)O2 | -5.3
CCOC(=O)N(C)C[C@H]1OCc2ccccc2-c2ccccc2C(=O)N([C@H](C)CO)C[C@H]1C | -6.4
CC(=O)N1[C@@H]2CN(S(C)(=O)=O)C[C@H]1C2c1ccc(-c2ccc(F)cc2)cc1 (some centres not stated) | 1.0
C[C@H]1CC=CCCNC(=O)[C@H](C)N(C)C(=O)c2ccccc2O1 (mixture of isomers) | -0.9
C=CCN1C(=NC(=O)CCC)SC2CS(=O)(=O)CC21 (configuration not stated) | -7.7
CCn1c(SCC(=O)Nc2ccccc2OC)nc2ccccc2c1=O | 9.0
C[C@H](CO)N1C[C@H](C)[C@@H](CN(C)Cc2ccc(Oc3ccccc3)cc2)Oc2c(NC(=O)CCC(F)(F)F)cccc2C1=O | 6.1
CC(C)C[C@@H]1COCc2cn(nn2)CC[C@H](Cc2cccc(Cl)c2)C(=O)N1 | -0.3
C[C@@H]1CN([C@H](C)CO)C(=O)c2c(c3ccccc3n2C)-c2ccccc2CO[C@@H]1CN(C)C(=O)Nc1cccc(Cl)c1Cl | -3.0
C[C@@H]1COCc2cn(nn2)CC[C@@H](Cc2ccccc2)C(=O)N1 | -5.7
CN(C)CC(=O)N1[C@@H](CO)[C@H](c2ccccc2)C12CN(C(=O)c1ccc(F)cc1)C2 | 7.6
COC(=O)C[C@H]1CC[C@H]2[C@@H](COc3ccc(NC(=O)CN(C)C)cc3C(=O)N2C)O1 | -20.5

Compounds shown so far that have an aryl methoxy group:
SMILES | FN deposit inh
COc1ccc(C[C@@H]2CCn3nncc3COC[C@@H](CC(C)C)NC2=O)cc1 | -3.1
COc1ccc2c3c(n(C)c2c1)[C@H](CO)N(C(C)=O)CC31CCN(C(=O)Nc2ccccc2F)CC1 | -13.8
COc1ccc([C@@H]2C/C=C\C[C@H](c3ccc4c(c3)OCO4)NC(=O)CCC(=O)N2)c(OC)c1 | 2.0
COc1ccc(C2C(C(=O)N3CCOCC3)=C(C)NC3=C2C(=O)CC(C)(C)C3)cc1O (configuration not stated) | -7.6
COc1cccc(CN2[C@@H](CO)[C@H](c3ccccc3)C23CN(Cc2ccccc2OC)C3)c1 | -8.8
COc1cccc(NC(=O)C[C@H]2CC[C@H]3[C@H](COc4ccc(NC(=O)C5CCCC5)cc4C(=O)N3C)O2)c1 | 1.5
COc1ccc2c3c(n(C)c2c1)[C@H](CO)N(Cc1cccnc1)CC31CCN(C(=O)NC(C)C)CC1 | -1.1
COc1ccccc1CNC(=O)C[C@@H]1C[C@@H]2c3cc(NC(=O)Nc4ccc(C(F)(F)F)cc4)ccc3O[C@@H]2[C@@H](CO)O1 | -29.2
COc1ccc(S(=O)(=O)N(C)C[C@@H]2OCCCC[C@@H](C)Oc3ccc(NS(=O)(=O)c4ccc(Cl)cc4)cc3C(=O)N([C@H](C)CO)C[C@H]2C)cc1 | 1.8
COc1cccc(-c2ccc(C3[C@@H]4CN(S(=O)(=O)c5cccc(Cl)c5)C[C@H]3N4)cc2)c1 (some centres not stated) | 2.9
COc1cc(OC)c(C2CC(=O)N3CN(c4ccccc4C)CSC3=C2C#N)cc1OC (configuration not stated) | -6.6
COc1ccc2[nH]c3nc(SCc4nnc(-c5ccccc5)o4)nnc3c2c1 | -11.5
COc1ccc([C@H]2C/C=C\C[C@@H](c3cccc(Cl)c3)NC(=O)[C@H](c3ccccc3)CC(=O)N2)c(OC)c1 | -27.2
COc1ccc(-n2c(-c3cccc(C)c3[N+](=O)[O-])n[nH]c2=S)cc1 | 2.8
CCn1c(SCC(=O)Nc2ccccc2OC)nc2ccccc2c1=O | 9.0
